Assay outcomes (PubChem BioAssay)
Pol eta inh = qHTS for Inhibitors of Polymerase Eta | AID 588591, 2011 | Potency, µM (top dose mostly 114 µM), inactives show top-dose activity change, negative = inhibition, most hits filed as inhibitors | 390,000 tested, 1.2% active | recombinant Pol eta, fluorescent DNA replication assay | DNA polymerase eta (Homo sapiens), Q9Y253; also: % is scaled to controls: 0 for no effect and ±100 for the full control effect
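Fluorescent replication assay: 50 nM final substrate added after a 15 min room-temperature compound preincubation with 10 nM enzyme. Signal taken at 0 min and again at 10 min.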
Anesthetic bind = qHTS Assay for Identification of Novel General Anesthetics; Ferritin light chain (Equus caballus), P02791; apoferritin/1-aminoanthracene competitive binding, fluorescence; Potency, µM (highest dose often 77.5 µM), for the others: at the highest dose activity change, negative = displacement, most hits filed as inhibitors; 350,000 tested, 0.074% active; also: % is scaled to controls: 0 for no effect and ±100 for the full control effect; nearly all actives have a fitted effect of over 20% in size
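Horse-spleen apoferritin (10 uM) in 50% saturated 1-aminoanthracene in PBS was incubated 10 min at room temperature with compound. Fluorescence (ex 380, em 535 nm) was normalized to free and bound 1-AMA, with concentration-response fitted by a four-parameter Hill equation.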
BLM helicase inh = qHTS Assay for Inhibitors of Bloom's syndrome helicase (BLM); RecQ-like DNA helicase BLM (Homo sapiens), P54132; recombinant BLM DNA unwinding, fluorescence dequenching; Potency, µM (top dose mostly 56.1 µM), without a hit: at the highest dose activity change, negative = inhibition, most hits filed as inhibitors; 350,000 tested, 0.2% active; AID 2528, 2010;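 also: plate controls were vehicle for no effect and no enzyme for full effect; nearly all actives have a fitted effect of over 35% in size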
Pol beta inh = qHTS Assay for Inhibitors of DNA Polymerase Beta; Pol beta primer extension/strand displacement, fluorescence kinetic; Potency, µM (top dose mostly 114 µM), for the others: top-dose activity change, negative = inhibition, usual class: inhibitors; 340,000 tested, 1.3% active; AID 485314, 2010; also: % is scaled to controls: 0 for no effect and ±100 for the full control effect
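Pol beta (10 nM) and compounds were preincubated 15 min at room temperature, then 50 nM substrate (final) started primer extension/strand displacement. Reads were taken at 0 and 10 min; concentration-response data were fitted to a four-parameter Hill equation.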
POLK inh = qHTS for Inhibitors of Polymerase Kappa. 400,000 tested, 0.53% active. AID 588579, 2011. purified Pol kappa, fluorescent DNA synthesis assay, 10 min. Potency, µM (top dose mostly 107 µM), for the others: at the top dose activity, negative = inhibition, actives largely listed as inhibitors; also: % is scaled to controls: 0 for no effect and ±100 for the full control effect
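Kinetic fluorescence screen: compound preincubated 15 min RT with 10 nM enzyme; 50 nM substrate (final) initiates; reads at 0/10 min.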
G9a block = qHTS Assay for Inhibitors of Histone Lysine Methyltransferase G9a. Histone-lysine N-methyltransferase EHMT2 (Homo sapiens), Q96KQ7. G9a H3K9 monomethylation, AlphaScreen, 2 h. Potency, µM (highest dose often 102 µM), for the others: at the top dose activity, negative = inhibition, most hits filed as inhibitors. 350,000 tested, 8.8% active. AID 504332, 2011; also: % is scaled to controls: 0 for no effect and ±100 for the full control effect; nearly all actives have a fitted effect of over 75% in size
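Using a bead-based AlphaScreen, monomethylated H3K9 product from 2 h room-temperature reactions (G9a 20 nM, peptide 500 nM, SAM 20 uM) was detected with 0.5 ug/mL rabbit anti-H3K9me1 antibody.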
POLI inh = qHTS for Inhibitors of Polymerase Iota; Pol iota fluorescent replication assay, 10 min; AID 588590, 2011; DNA polymerase iota (Homo sapiens), Q9UNA4; Potency, µM (doses to about 115 µM), for the others: at the highest dose activity, negative = inhibition, actives largely listed as inhibitors; 390,000 tested, 1% active
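Fluorescent replication assay read twice, at 0 min and 10 min after adding 50 nM (final) substrate. Enzyme (10 nM) and compounds were first incubated 15 min at room temperature; enzyme-free buffer wells were negative controls.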
BAZ2B inh = qHTS Assay for Inhibitors of BAZ2B; Bromodomain adjacent to zinc finger domain protein 2B (Homo sapiens), Q9UIF8; AlphaScreen BAZ2B-H3K14Ac peptide displacement; Potency, µM (highest dose often 114 µM), for inactives: at the top dose activity change, negative = inhibition, most hits filed as inhibitors; 360,000 tested, 4.4% active; also: % is scaled to controls: 0 for no effect and ±100 for the full control effect; nearly all actives have a fitted effect of over 60% in size
Target sequence (Q9UIF8 whole entry, looked up, the tested form may be a part): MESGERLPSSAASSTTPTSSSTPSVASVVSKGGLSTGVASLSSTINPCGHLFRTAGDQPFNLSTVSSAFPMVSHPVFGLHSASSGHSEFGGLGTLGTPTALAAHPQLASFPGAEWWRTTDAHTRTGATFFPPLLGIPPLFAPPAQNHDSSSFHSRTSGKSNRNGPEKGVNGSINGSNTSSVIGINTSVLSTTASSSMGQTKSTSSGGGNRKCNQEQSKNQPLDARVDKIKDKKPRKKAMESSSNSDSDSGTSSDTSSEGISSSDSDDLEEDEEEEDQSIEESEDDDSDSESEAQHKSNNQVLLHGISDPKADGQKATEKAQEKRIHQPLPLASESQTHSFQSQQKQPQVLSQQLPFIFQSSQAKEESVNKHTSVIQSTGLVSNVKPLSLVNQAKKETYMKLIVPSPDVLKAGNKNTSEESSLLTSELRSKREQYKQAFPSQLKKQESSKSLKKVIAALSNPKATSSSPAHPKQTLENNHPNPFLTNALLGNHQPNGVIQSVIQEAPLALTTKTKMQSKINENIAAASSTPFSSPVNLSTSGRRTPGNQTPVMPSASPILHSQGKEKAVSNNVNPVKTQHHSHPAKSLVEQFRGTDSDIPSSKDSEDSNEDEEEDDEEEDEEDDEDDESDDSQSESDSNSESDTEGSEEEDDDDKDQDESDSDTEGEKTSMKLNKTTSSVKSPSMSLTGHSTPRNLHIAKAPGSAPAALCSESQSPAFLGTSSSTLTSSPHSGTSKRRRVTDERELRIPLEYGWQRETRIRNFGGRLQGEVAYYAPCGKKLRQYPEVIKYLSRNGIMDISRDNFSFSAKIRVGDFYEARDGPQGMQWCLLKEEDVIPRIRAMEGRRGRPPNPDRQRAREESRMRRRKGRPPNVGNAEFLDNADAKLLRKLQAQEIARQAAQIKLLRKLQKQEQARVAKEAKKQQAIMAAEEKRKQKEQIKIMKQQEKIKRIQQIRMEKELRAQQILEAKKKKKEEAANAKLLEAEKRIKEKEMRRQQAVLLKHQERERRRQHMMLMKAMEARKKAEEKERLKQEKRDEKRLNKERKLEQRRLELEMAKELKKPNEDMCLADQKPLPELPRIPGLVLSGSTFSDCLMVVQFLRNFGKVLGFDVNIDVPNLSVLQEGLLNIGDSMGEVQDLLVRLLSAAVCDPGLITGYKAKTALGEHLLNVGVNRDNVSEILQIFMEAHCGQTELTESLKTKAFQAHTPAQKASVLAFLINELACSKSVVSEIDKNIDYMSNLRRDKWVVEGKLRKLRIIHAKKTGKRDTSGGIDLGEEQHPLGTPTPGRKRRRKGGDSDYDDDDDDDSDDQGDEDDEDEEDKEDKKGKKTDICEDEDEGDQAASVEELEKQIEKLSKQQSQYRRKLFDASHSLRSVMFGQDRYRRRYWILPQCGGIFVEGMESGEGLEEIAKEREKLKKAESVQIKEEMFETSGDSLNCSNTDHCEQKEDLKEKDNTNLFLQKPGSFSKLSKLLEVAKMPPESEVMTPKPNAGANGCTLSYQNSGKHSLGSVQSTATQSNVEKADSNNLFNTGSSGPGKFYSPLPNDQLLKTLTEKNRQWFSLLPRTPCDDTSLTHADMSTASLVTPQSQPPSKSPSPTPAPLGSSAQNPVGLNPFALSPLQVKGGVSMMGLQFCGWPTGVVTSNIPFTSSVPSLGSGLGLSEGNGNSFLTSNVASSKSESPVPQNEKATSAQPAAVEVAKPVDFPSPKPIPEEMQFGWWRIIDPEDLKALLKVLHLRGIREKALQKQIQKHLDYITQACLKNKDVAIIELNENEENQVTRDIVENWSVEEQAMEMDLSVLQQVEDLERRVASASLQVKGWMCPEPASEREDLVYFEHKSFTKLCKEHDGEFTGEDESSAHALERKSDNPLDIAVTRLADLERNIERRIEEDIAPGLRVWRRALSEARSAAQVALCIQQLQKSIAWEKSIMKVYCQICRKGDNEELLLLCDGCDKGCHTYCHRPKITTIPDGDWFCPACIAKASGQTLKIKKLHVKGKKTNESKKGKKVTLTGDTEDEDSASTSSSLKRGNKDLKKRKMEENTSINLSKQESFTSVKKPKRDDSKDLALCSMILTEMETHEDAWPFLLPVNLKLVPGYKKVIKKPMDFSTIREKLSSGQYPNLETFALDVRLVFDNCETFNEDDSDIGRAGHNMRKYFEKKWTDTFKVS
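AlphaScreen displacement: compounds (up to 110uM) incubated 30 min at room temperature with a preformed 50 nM BAZ2B/50 nM biotinylated H3K14Ac peptide complex in PBS pH 7.4 with Tween-20. Donor and acceptor beads at 10 ug/mL final added, 20 min light-protected before reading.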
APEX1 inh = qHTS Assay for Inhibitors of the Human Apurinic/apyrimidinic Endonuclease 1 (APE1); recombinant APE1, TAMRA/BHQ-2 abasic DNA cleavage fluorescence; Potency, µM (series often up to 65.8 µM), for the others: at the highest dose activity change, negative = inhibition, most hits filed as inhibitors; 350,000 tested, 0.35% active; AID 2517, 2012;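 also: plate controls were vehicle for no effect and reference inhibitor for full effect; nearly all actives have a fitted effect of over 55% in size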
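0.75 nM APE1 + cpd, 15 min RT; start w/ 50 nM TAMRA/BHQ-2 THF-abasic dsDNA; kinetic fluor 525/598 nm ×3 reads @60 s; Δ(read3−read1); normalized to DMSO and NSC13755 control wells.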
Numbers without * were called inactive; ? = inconclusive; / = no result given; & = joins results of further samples; [ ] = remark or other dose. Calls follow the shape of the dose curve; as a rule, active = well fitted curve in the direction sought with a large enough effect; inconclusive = small, poorly fitted or top-dose-only effect, or another doubt; inactive = no such curve, though single readings can be large; an effect the other way counts as inactive or inconclusive. Potency is read from the fitted curve at half-maximal effect. Only part of the results is shown; rates above refer to the full screens.

item	structure	POLI inh	BLM helicase inh	POLK inh	Anesthetic bind	G9a block	APEX1 inh	Pol beta inh	Pol eta inh	BAZ2B inh
1	CC1CCCCC1NC(=S)NC(=O)c1ccccc1Cl (stereo unspecified)	41%[activator]	/	-19%	/	/	-14%	/	-6%	/
2	COc1ccc(S(=O)(=O)NCCSCc2ccco2)cc1Cl	?	-9%	?	?	?	?	?	?	-34%
3	CC(C)N(Cc1ccccc1)C(=O)COC(=O)c1cnccn1	17%	-4%	5%	-12%	?	-4%	42%[activator]	?	-2%
4	Cc1nnc(SCC(=O)Nc2ccc(Br)cc2)[nH]c1=O	?	-1%	-1%	-14%	-14%[59 µM]	/	-2%	-8%	-38%
5	CCCN1CCc2c(sc(NC(=S)NC(=O)c3ccccc3)c2C#N)C1	85%[activator]	-4%	0%	-20%	10µM*	?	43%	-16%	?
6	O=C(NCc1ccco1)c1cccc2c1C(=O)c1ccc(N3CCCC3)cc1S2(=O)=O	?	/	1%	/	/	-33%	/	-8%	/
7	Cc1cccc(OCc2nnc(SCC(=O)N3c4ccccc4CCc4ccccc43)o2)c1	37%[activator]	-9%	-1%	-8%	-6%[59 µM]	-11%	4%	-9%	-19%
8	CC(C(N)=O)N1c2cccc3cccc(c23)S1(=O)=O (stereo unspecified)	?	-3%	0%	-16%	-42%	-9%	28%	-13%	-19%
9	CN(C)c1ccc(/C=N\NC(=O)CC#N)cc1	32%[activator]	-6%	4%	-11%	-28%	-7%	5%	-3%	?
10	C(=N\c1ncnc2sccc12)/NOCc1ccccc1	12%	-4%	-4%	-8%	-2%	-3%	-2%	?	7%
11	CCCc1ccc(C(=O)CCC(=O)NNC(=O)c2ccncc2)cc1	-10%	-1%	12%	-11%	4%	39%[activator]	66%	-18%	-11%
12	O=C(CN1C(=O)COc2ccccc21)NCCCN1CCN(c2ccccc2F)CC1	?	-1%	4%	2%	/	4%	23%	-2%	-6%
13	CC(C)Cn1c2c(c(O)c(C(=O)Nc3ncccc3O)c1=O)CCCC2	10%	-12%	-11%	-16%	8%[59 µM]	6%	-1%	?	-20%
14	CCCc1nnc(SCC(=O)Nc2ccccc2Cl)n1CC1CCCO1 (stereo unspecified)	35%[activator]	-1%	-10%	4%	13%	1%	5%	8%	14%
15	COC(=O)c1cn(CC(=O)N2C(C)CCCC2C)c2ccccc12 (stereo unspecified)	0%	-3%	-2%	-16%	-29%[59 µM]	-3%	-5%	8%	-11%
16	O=C(Nc1ccc2c(c1)OCO2)c1ccc(COc2ccc3c(c2)CCC3)o1	20%	-12%	-11%	-10%	21%[12.7 µM]	-6%	-3%	-12%	-35%
17	COc1ccc(-c2csc(NC(=O)c3cccc(S(=O)(=O)N4CCN(C)CC4)c3)n2)cc1	9%	6%	-5%	?	/	-1%	-3%	?	?
18	Cc1onc(-c2c(F)cccc2Cl)c1C(=O)OCc1cnc(Cl)s1	17%	-10%	5%	-9%	102%[activator]	-2%	-10%	-17%	28%
19	COc1cc(Nc2nc3ccc(Cl)cc3nc2-n2nc(C)cc2C)cc(OC)c1	-9%	-1%	0%	12%	40%[activator][59 µM]	/	1%	-4%	35%[activator]
20	Cc1ccc(-c2csc3ncnc(Oc4cccc5ccc(C)nc45)c23)cc1	5%	-5%	13%	-2%	-10%	0%	1%[57.1 µM]	-18%	3%
21	O=c1[nH]c(Nc2ccc(F)cc2)cc2ccccc12	7.1µM*	32µM*	-6%	81%[activator]	11µM*	7%	-16%	22µM*	-10%
22	CCOc1ccc(N2CC(=O)N/C2=N\c2nc(C)cc(C)n2)cc1	-17%	0%	0%	-10%	56µM*	1%	9%	-6%	-5%
23	COc1ccc(NCc2nnc(SCCN3CCCCC3)n2-c2ccc(C)cc2)cc1	20%	2%	6%	-11%	-42%	-8%	?	-13%	?
24	COc1cc(NC(=O)CCNC(=O)Cn2cnc3ccccc3c2=O)cc(OC)c1OC	-28%&4%	3%&-2%	1%&-7%	-8%&-7%	-31%&4%[59 µM]	1%	24%&3%	-1%&6%	-13%&4%
25	C=CCOc1ccc(/C=N/NC(C)=O)cc1OCC	?	-1%	-16%	-6%	11%[12.7 µM]	19%	9%	-12%	-3%

Single records (already shown). Values in the order: POLI inh, BLM helicase inh, POLK inh, Anesthetic bind, G9a block, APEX1 inh, Pol beta inh, Pol eta inh, BAZ2B inh
Profile of `CC(C(N)=O)N1c2cccc3cccc(c23)S1(=O)=O` (stereo unspecified) → ?, -3%, 0%, -16%, -42%, -9%, 28%, -13%, -19%
Profile of `CCCc1nnc(SCC(=O)Nc2ccccc2Cl)n1CC1CCCO1` (stereo unspecified) → 35%[activator], -1%, -10%, 4%, 13%, 1%, 5%, 8%, 14%

Further structures
item	structure	POLI inh	BLM helicase inh	POLK inh	Anesthetic bind	G9a block	APEX1 inh	Pol beta inh	Pol eta inh	BAZ2B inh
26	S=C(Nc1ccccc1Cl)N1CCN(c2ccccn2)CC1	178%[activator]	3%	-2%	1%	/	-14%	5%	-27%	2%
27	CC(C)(C)C1c2[nH]c3ccccc3c2CCN1CCCn1cccn1 (stereo unspecified)	14%	-3%	-13%	-5%	-28%	-8%	-4%	-10%	-19%
28	COc1ccc(N2CCN(C(=O)c3c(-c4c(F)cccc4Cl)noc3C)CC2)cc1	29%	-4%	-9%	-12%	20%	18%	2%	-21%	0%
29	Oc1c(Br)cc(Br)cc1C=Nc1ccc2[nH]ncc2c1	11%	-12%	-41%	6%	19%[59 µM]	-5%	-8%	-7%	-22%
30	COc1ccc(-n2ncc3c2CC(C)(C)CC3NC(=O)c2oc(C)cc2C)cc1 (stereo unspecified)	52%[activator]	-2%	-4%	-7%	-4%	19%	13%	-16%	-21%
31	O=C1CCCC2=C1C(c1ccc(Cl)cc1)N1C(=O)CCSC1=N2 (stereo unspecified)	9%	3%	-9%	5%	4%[59 µM]	8%	19%	-15%	5%
32	CCCOc1ccc(N2C(=O)CC(NCCNc3ccc([N+](=O)[O-])cn3)C2=O)cc1 (stereo unspecified)	126%[activator]	-3%	-1%	-6%	13µM*	0%	1%	-8%	-26%
33	C=Cc1ccc(Cn2c(C)c(CNCc3cccc(Br)c3)c(C(=O)O)c2C)cc1	10%	3%	-2%	-13%	3%[59 µM]	/	26%	-1%	?
34	CC(C)(Oc1ccc(Cl)cc1)C(=O)NNC(=O)c1ccc(Br)o1	10%	1%	-4%	-10%	12%	4%	1%	-12%	-20%
35	O=C(Nc1ccc2ccccc2n1)c1ccccc1Br	22%	-1%	-20%	-10%	8%	-3%	17%	-21%	5%
36	O=C(Nc1ccccc1)C1C(c2ccccc2)C1(Cl)Cl (stereo unspecified)	91%[activator]	-6%	-13%	-14%	12%	10%	0%	-27%	11%
37	CC(Sc1nncs1)C(=O)Nc1ccc(S(=O)(=O)Nc2ncccn2)cc1 (stereo unspecified)	-9%	/	-5%	/	/	6%	/	0%	/
38	CCCCCCCC(=O)NNC(=O)CC(=O)Nc1ccccc1C(=O)O	-5%	1%	-4%	2%	12%[59 µM]	-4%	23%	-5%	-29%
39	Oc1ccc(-c2[nH]ncc2-c2cccc3cccnc23)c(O)c1	5%	-1%	-16%	0%	-10%[12.7 µM]	2%	0%	-3%	-38%
40	CCOCCCNC(=O)CNC(=S)N(Cc1ccccc1F)C1CCCCC1	13%	-5%	-15%	-15%	?	-4%	-5%	-11%	-3%
41	COC(=O)c1ccc(/C=N/OCC(=O)Nc2cc(F)ccc2F)cc1	47%[activator]	-5%	-5%	-8%	16%	1%	6%	-16%	/
42	CCC(Cc1ccccc1)NC(=O)/C=C/c1ccco1 (stereo unspecified)	39%[activator]	-5%	-9%	-19%	18%[0.501 µM]	-34%	-21%	?	-5%
43	COC(=O)c1ccc(NC(=O)c2ccc[n+]([O-])c2)cc1	69%[activator]	-1%	2%	-10%	-22%	8%	80%	-4%	7%
44	COc1cccc(CN(C)C(=O)c2ccc(COc3ccc(Cl)cc3)cc2)c1OC	31%[activator]	-11%	-4%	0%	141%[activator]	24%	-18%	-24%	38%[activator]
45	CCOc1ccc(N(CC(=O)NCCOc2ccccc2OC)S(=O)(=O)c2ccccc2)cc1	8%	-7%	-8%	47%[activator]	?	55%[activator]	?	?	-7%
46	CCOc1ccc(N2CC(c3nc4ccccc4n3CCC3CCCCC3)CC2=O)cc1 (stereo unspecified)	11%	-10%	-8%	-5%	-40%[59 µM]	/	1%	-24%	-21%
47	COc1ccc2nc(N3CCC(C)CC3)c(C#N)cc2c1	49%[activator]	-17%	-11%	76%[activator]	421%[activator][59 µM]	7%	-11%	-11%	/
48	CCc1ccccc1NC(=O)CN(c1cccc(C)c1C)S(C)(=O)=O	10%	-2%	-7%	-2%	?	/	3%	2%	3%
49	O=c1oc2ccc(C#CC3(O)CCCCC3)cc2cc1-n1cc(-c2ccsc2)nn1	-11%	/	12%	/	-1%[0.501 µM]	2%	/	-2%	-15%

An excerpt from above with just Pol beta inh:
entry | structure | Pol beta inh
42 | CCC(Cc1ccccc1)NC(=O)/C=C/c1ccco1 (stereo unspecified) | -21%
43 | COC(=O)c1ccc(NC(=O)c2ccc[n+]([O-])c2)cc1 | 80%
